MITF TRPM1 inh: reduces MITF-dependent TRPM1 promoter luciferase signal. inhibition, % at 12.5 µM. SK-MEL-5 TRPM1 promoter luciferase, 24 h. actives 0.83% (n = 330,000). AID 488899;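 active = mean inhibition across replicates of 60% or more, whatever share of single replicates reaches that level; inconclusive = some that reach 60%, reason not given; inactive = mean inhibition across replicates below 60%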; note: values of inactives mirror those of a sister screen read the other way
Peg3 promoter: reduces Peg3 promoter-driven luciferase expression in HeLa. inhibition, % at 20 µM. AID 588405. HeLa PEG-Prom luciferase reporter, luminescence, overnight. actives 1.7% (n = 360,000);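 active = inhibition of at least 50% at 20 µM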
HIF-2a block: inhibitors of HIF-2a; inhibition, % at 18.8 µM; 786-0 RCC cells HIF-2a reporter, luciferase luminescence, overnight; AID 624352; actives 0.72% (n = 360,000);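 active = inhibition of the luminescence signal of 40% or more relative to plate controls, in a single-dose primary screen at 18.75 µM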
NR2E3 ag-1: activates human NR2E3 receptor; Q9Y5X4; CHO-S Gal4-NCOR/VP16-NR2E3 two-hybrid, luciferase; inhibition of corepressor binding, % at 3.98 µM; actives 0.35% (n = 360,000); AID 602229;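 active = inhibition above the mean of all tested compounds plus 3 SD, cut at about 70% in these data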;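 note: 0% = DMSO with NR2E3 transfected cells and 100% = cells lacking NR2E3 construct; higher means lower luciferase signal from less NR2E3 corepressor binding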
Target sequence (Q9Y5X4 whole entry, looked up, the tested form may be a part): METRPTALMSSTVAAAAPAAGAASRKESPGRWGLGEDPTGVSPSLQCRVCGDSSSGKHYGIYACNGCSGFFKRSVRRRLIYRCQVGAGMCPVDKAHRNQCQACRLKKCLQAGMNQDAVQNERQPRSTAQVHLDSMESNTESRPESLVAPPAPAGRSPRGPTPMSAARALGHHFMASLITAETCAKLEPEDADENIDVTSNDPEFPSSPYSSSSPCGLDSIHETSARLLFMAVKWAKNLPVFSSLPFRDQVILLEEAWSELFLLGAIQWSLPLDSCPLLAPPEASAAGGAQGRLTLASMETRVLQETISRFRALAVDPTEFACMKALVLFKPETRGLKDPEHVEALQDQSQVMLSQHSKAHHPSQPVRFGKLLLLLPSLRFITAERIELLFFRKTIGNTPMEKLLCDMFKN
PDI turbidity: blocks human protein disulfide isomerase activity | P07237 | PDI insulin aggregation turbidity, A650, 90 min | inhibition, % at 10 µM | actives 0.052% (n = 350,000);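 active = mean inhibition across replicates of 30% or more, whatever share of single replicates reach that level; inconclusive = mean inhibition below 30% while every single replicate reaches 30%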;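 note: absorbance from insulin aggregation driven by PDI reduction with DTT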
Target sequence (P07237 whole entry, looked up): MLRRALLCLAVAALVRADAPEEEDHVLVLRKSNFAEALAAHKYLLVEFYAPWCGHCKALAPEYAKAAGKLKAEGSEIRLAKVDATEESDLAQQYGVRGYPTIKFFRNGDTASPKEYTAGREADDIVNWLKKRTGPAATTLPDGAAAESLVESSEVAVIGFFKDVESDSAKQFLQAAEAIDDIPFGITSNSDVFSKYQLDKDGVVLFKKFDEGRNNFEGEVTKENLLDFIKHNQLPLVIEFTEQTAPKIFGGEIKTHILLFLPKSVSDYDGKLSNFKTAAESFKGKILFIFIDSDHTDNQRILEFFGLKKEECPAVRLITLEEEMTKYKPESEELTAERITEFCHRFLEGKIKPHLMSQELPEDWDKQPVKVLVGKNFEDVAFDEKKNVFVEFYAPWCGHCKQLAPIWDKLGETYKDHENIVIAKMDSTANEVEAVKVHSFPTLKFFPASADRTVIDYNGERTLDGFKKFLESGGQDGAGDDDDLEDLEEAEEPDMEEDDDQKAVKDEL
KKLEB cytotox: reduces viability of KKLEB cystic fibrosis airway cells. actives 0.36% (n = 360,000). KKLEB CF airway cells viability, ATPlite luminescence, overnight; active compounds read low; cells stimulated with P. aeruginosa culture filtrate. activity change (cytotoxicity), % at 5 µM. AID 602141;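 active = corrected activity change at or below -50% at 5 µM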
CaV13 FRET inh: Primary screen for inhibitors of IQ motif and Ca2+-dependent inactivation inhibitor domain binding in CACNA1D, Förster resonance energy transfer in living cells, …. HEK cells, CFP/YFP FRET ICDI-IQ, plate reader, 10 min; percent FRET-ratio fall versus neutral wells. inhibition, % at 12.3 µM. actives 0.098% (n = 340,000). AID 743397;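 active = mean replicate inhibition of at least 30% and at least 1% of replicates passing that level; inconclusive = only one of the two criteria is met; inactive = neither criterion is met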;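 note: 0% = median of the neutral control wells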
CF NFkB inh: cystic fibrosis NF-kB activation inhibition. KKLEB NF-kB-GFP reporter, PAF-induced, GFP fluorescence overnight. inhibition, % at 5 µM. actives 0.86% (n = 360,000). AID 588850;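 active = at least 50% inhibition at 5 µM, scaled per plate between neutral and stimulator controls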;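 note: PAF is a Pseudomonas aeruginosa culture filtrate used as stimulus; plate controls were PAF-stimulated DMSO wells for no effect and unstimulated DMSO wells for full effect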
Vif inh: HIV Vif inhibition; HEK293T cells, Vif self-association by quenched fluorescence, imaging, 24 h; inhibition, % at 7.49 µM; actives 0.35% (n = 340,000); AID 602346; in the data active = inhibition above about 50%, passing the limit was not always enough; inconclusive = no clear call, values can overlap the other calls; inactive = below about 31%; note: some results filed as inactive read as strong as hits
Shn3 inh set2: inhibitors of Schnurri-3 3'UTR reporter in osteoblasts. actives 0.52% (n = 360,000). inhibition, % at 12.5 µM. Clone20 osteoblast Shn3 3'UTR firefly luciferase, 24 h;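 active = mean inhibition of at least 75% with every replicate also reaching 75%; inconclusive = mean inhibition at least 75% but some replicate below; inactive = mean inhibition below 75%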;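 note: 0% = median of neutral control wells and 100% = pilot-screen positive control compound; some compounds past the cut are filed as inactive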
NR2E3 ag-2: activates human photoreceptor nuclear receptor NR2E3. GST-NR2E3/biotin-RetCOR TR-FRET, 1536-well. AID 2300. inhibition of corepressor binding, % at 4.78 µM. actives 0.12% (n = 320,000);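 active = percent inhibition above the cutoff of mean plus 3 SD of all tested compounds, set per screening campaign, cut at about 20% in these data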;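 note: 0% = DMSO wells and 100% = biotin wells as full block of FRET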
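Format: 1536-well format; test system: GST-NR2E3 and biotin-RetCOR proteins; read-out basis: percent inhibition of TR-FRET ratio; timing: 5 h incubation at 4 °C; detection: time-resolved FRET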
Numbers without * were called inactive; ? = inconclusive; · = not tested or not shown; & = joins results of further samples.

(1) CCCc1cc(=O)oc2cc(C)cc(OCC(=O)NC3CC3)c12
(2) O=C(c1ccc2c(c1)[nH]c(=S)n1c3ccccc3nc21)N1CCN(c2ncccn2)CC1
(3) O=C1C(Cc2ccccc2)Nc2ncnc(N3CCOCC3)c2N1Cc1ccc(Br)cc1 (stereo unspecified)
(4) Cc1cc(C(=O)COC(=O)c2n[nH]c3ccccc23)c(C)n1CC1CCCO1 (stereo unspecified)
(5) CNS(=O)(=O)c1ccc(NC(=O)c2csc(C)c2)cc1
(6) COc1ccc(CN2CCN(Cc3cc4ccccc4o3)CC2CCO)c(F)c1 (stereo unspecified)
(7) O=S(=O)(c1ccccc1)c1nc(Cc2ccccc2)oc1N1CCOCC1
(8) CC1CC(C)CN(C(=O)COC(=O)c2cc([N+](=O)[O-])ccc2N2CCOCC2)C1 (stereo unspecified)

compound no.,1,2,3,4,5,6,7,8
MITF TRPM1 inh,-14,7,2,-15,0,7,15,3
Peg3 promoter,7,39,-15&8,-73,-41,12,-17,17
HIF-2a block,3,0,14&8,-6,-63,-1,17,13
NR2E3 ag-1,-7,9,-12&-3,-19,-18,3,-17,-7
PDI turbidity,-2,-5,3,-2,0,5,3,-7
KKLEB cytotox,10,-31,-6&-4,-24,17,-3,-1,-12
CaV13 FRET inh,-15,·,-7,·,-11,-4,-4,-6
CF NFkB inh,-14,44,0&-19,2,-25,-1,6,-14
Vif inh,-4,·,-2,·,1,-1,2,?
Shn3 inh set2,-5,-2,-1&-17,26,-1,14,9,-2
NR2E3 ag-2,-1,0,2,-1,0,·,4,4

(9) O=C1c2ccccc2NC(c2ccccc2)N1Cc1ccccc1 (stereo unspecified)
(10) CCOC(=O)C1=CN(CC2CCCO2)C=C(C(=O)OCC)C1c1ccccc1C(F)(F)F (stereo unspecified)
(11) CN(C)Cc1cc(OCc2ccccc2)cc(CN(C)C)c1O
(12) Cn1c(=O)c2c(C(=O)O)cc(-c3ccccc3)nc2n(Cc2ccccc2)c1=O
(13) CCOc1ccc(N2C(=O)CC(S/C(N)=N/N=C/c3cccs3)C2=O)cc1 (stereo unspecified)
(14) O=C(Nc1ccc(F)c(Cl)c1)c1csc([C@@H]2C[C@H](O)[C@@H](CO)O2)n1
(15) COc1ccc(C(C(=O)NC2CCCCC2)N(C(=O)Cc2c[nH]c3ccccc23)c2ccc(NC(C)=O)cc2)cc1OC (stereo unspecified)
(16) COc1ccccc1NC(=O)COC(=O)c1ccccc1OCC(=O)Nc1ccc(SC(F)F)cc1

compound no.,9,10,11,12,13,14,15,16
MITF TRPM1 inh,3,-4,·,·,6,·,5,-1
Peg3 promoter,18,8,-24,-1,-8,-30,-4,9
HIF-2a block,18,19,2,4,15,-71,13,1
NR2E3 ag-1,-10,-18,21,-13,24,-29,7,-35
PDI turbidity,16,1,4,-10,-10,7,-3,-5
KKLEB cytotox,15,0,-16,1,0,-3,3,-4
CaV13 FRET inh,-20,76*,-6,-9,-3,-6,-5,-4
CF NFkB inh,1,8,9,14,-10,3,12,0
Vif inh,12,-6,14,-3,-2,-4,0,2
Shn3 inh set2,-6,28,-3,-4,9,-15,1,8
NR2E3 ag-2,0,1,·,-1,2,·,-1,4

(17) COc1ccc(C(=O)c2nc3c(n2O)CCCCC3)cc1
(18) CC12CCC(C(=O)N(CC(O)CN3CCCCCC3)C1=O)C2(C)C (stereo unspecified)
(19) CC(=O)c1cnc(Oc2cc(Cl)ccc2Cl)nc1C
(20) CCOC(=O)c1ccc(S(=O)(=O)N2CCN(C(=O)c3cccc(S(=O)(=O)N4CC(C)OC(C)C4)c3)CC2)cc1 (stereo unspecified)
(21) Cc1oc2c(c(C)cc3oc(=O)c(CC(=O)NCCC(=O)O)c(C)c32)c1C
(22) Cc1ccc(NC(=O)C2CCN(S(=O)(=O)c3ccc4c(c3)NC(=O)CO4)CC2)cc1
(23) COc1ccc(C(=O)N/C(=C/c2cccs2)C(=O)N2CCN(C)CC2)cc1
(24) O=C(CN1C(=O)c2ccccc2S1(=O)=O)NCCSCc1ccccc1Cl

compound no.,17,18,19,20,21,22,23,24
MITF TRPM1 inh,-12,11,-1,2,3,-3,·,5
Peg3 promoter,-37,-14,-7,-3,14,8,9,4
HIF-2a block,-88,-8,15,6,27,-2,5,-7
NR2E3 ag-1,-36,-4,-9,-15,15,-1,-13,-16
PDI turbidity,-5,-8,-7,5,-2,-2,-2,7
KKLEB cytotox,-4,4,0,-23,2,3,5,0
CaV13 FRET inh,-4,12,-6,-6,-18,-5,-8,-4
CF NFkB inh,1,-8,-1,1,-14,0,-11,-5
Vif inh,9,10,-1,14,0,-6,-4,-8
Shn3 inh set2,-12,-6,7,20,2,-9,-23,-10
NR2E3 ag-2,2,4,0,·,·,-2,·,0

(25) Cc1ccc(C2C(=O)c3ccccc3C2=O)cc1
(26) COc1ccc2c(c1)CCN=C2Cc1ccc(OC)c(OC)c1
(27) CC(C)NC(=O)COc1nncc2ccccc12
(28) CCc1ccc(C(=O)Nc2nc3ccccc3[nH]2)cc1
(29) N#Cc1c(-c2ccccc2)c(C#N)c2nc3ccccc3n2c1N
(30) CC(C)(C)NC(=O)CSc1nc(Cc2ccccc2)nc2ccccc12
(31) Cc1cc(C)c(NS(=O)(=O)c2ccc3c(c2)n(C)c(=O)n3C)c(C)c1
(32) O=C(O)CCCCCn1c(SCc2cc(=O)n3cc(Cl)ccc3n2)nc2ccsc2c1=O

compound no.,25,26,27,28,29,30,31,32
MITF TRPM1 inh,-5,9,-4,?,8,3,9,-4
Peg3 promoter,-23,14,15,77*,33,22,26,19
HIF-2a block,2,15,15,63*,6,28,16,19
NR2E3 ag-1,-38,-23,-4,-68,34,10,22,-10
PDI turbidity,-10,-5,-2,-7,-1,4,1,-11
KKLEB cytotox,0,-9,-4,-69*,6,7,10,4
CaV13 FRET inh,-19,-3,-20,-6,-3,-5,-2,-6
CF NFkB inh,2,8,0,5,4,18,-8,-1
Vif inh,·,5,5,-6,-26,-3,1,-4
Shn3 inh set2,-12,24,3,52,47,1,18,-7
NR2E3 ag-2,4,0,1,4,-16,0,-2,2

(33) CC(NC(=O)Nc1ccc(Cl)cc1)c1ccccc1 (stereo unspecified)
(34) O=C(COC(=O)[C@@H]1CCCN1S(=O)(=O)c1ccc(Cl)cc1)NCC(F)(F)F
(35) O=C(CN1C(=O)CCS(=O)(=O)c2ccccc21)Nc1cccc(Cl)c1
(36) Cc1oc(-c2ccccc2Cl)nc1CS(=O)CC(=O)NCc1ccc2c(c1)OCO2 (stereo unspecified)
(37) O=C(CNc1ccc(Br)cc1)c1ccccc1
(38) COC(=O)c1c(NC(=S)NC(=O)c2ccco2)sc2c1CCCC2
(39) Cc1cc(C)nc(/N=C(\N)Nc2cc([N+](=O)[O-])ccc2C)n1
(40) Cc1cc(C)nc(NCCCc2ccccc2)n1

compound no.,33,34,35,36,37,38,39,40
MITF TRPM1 inh,-5,0,2,8,2,-24,4,-13
Peg3 promoter,-20,17,6,11,-16,-5,16,-6
HIF-2a block,-17,11,24,5,-16,-23,13,-12
NR2E3 ag-1,1,-13,12,24,10,25,9,-48
PDI turbidity,-5,5,1,-10,10,4,-3,5
KKLEB cytotox,0,0,0,-12,3,-11,0,-16
CaV13 FRET inh,-3,-6,·,-5,-4,-1,·,-9
CF NFkB inh,-7,-10,-13,-5,-7,5,3,-6
Vif inh,-2,-1,-2,-2,21,0,-1,·
Shn3 inh set2,-4,0,-12,0,21,-10,4,-7
NR2E3 ag-2,·,0,0,2,-2,-3,4,2

3 entries from above, ordered by SMILES length, highest first:
(34) O=C(COC(=O)[C@@H]1CCCN1S(=O)(=O)c1ccc(Cl)cc1)NCC(F)(F)F
(36) Cc1oc(-c2ccccc2Cl)nc1CS(=O)CC(=O)NCc1ccc2c(c1)OCO2 (stereo unspecified)
(38) COC(=O)c1c(NC(=S)NC(=O)c2ccco2)sc2c1CCCC2

compound no.,34,36,38
MITF TRPM1 inh,0,8,-24
Peg3 promoter,17,11,-5
HIF-2a block,11,5,-23
NR2E3 ag-1,-13,24,25
PDI turbidity,5,-10,4
KKLEB cytotox,0,-12,-11
CaV13 FRET inh,-6,-5,-1
CF NFkB inh,-10,-5,5
Vif inh,-1,-2,0
Shn3 inh set2,0,0,-10
NR2E3 ag-2,0,2,-3

Later entries
(41) COc1ccccc1-n1c(C)c(C(C)=O)c2cc(O)ccc21
(42) O=C(O)/C=C(\Oc1ccccc1)C1(O)CCCCC1
(43) CCOc1ccc(NC(=O)C2CC(=O)N(c3cc(C)cc(C)c3)C2)cc1 (stereo unspecified)
(44) Cc1cccc([C@@H]2[C@@H]3C(=O)N(Cc4ccccc4)C(=O)[C@@H]3[C@]3(C)C(=O)N(c4cccc(F)c4)C(=O)N23)c1
(45) COc1ccc(C2=Nc3cccc4cccc(c34)N2)cc1
(46) Cc1[nH]nc2c1C(c1ccc(N(C)C)cc1)C1=C(CC(C)(C)CC1=O)N2 (stereo unspecified)
(47) CC(C)OCCCNCC(O)c1ccccc1 (stereo unspecified)
(48) O=C(c1nc2ccccn2c1CNCCCn1ncc2ccccc21)N1CCOCC1
(49) COc1ccc2c(-c3ccc(S(N)(=O)=O)cc3)c(-c3ccc(S(C)(=O)=O)cc3)sc2c1
(50) CC1CCCCN1CC(=O)Nc1sccc1C#N (stereo unspecified)

compound no.,41,42,43,44,45,46,47,48,49,50
MITF TRPM1 inh,15,7,7,1,24,-15,-2,-11,17,4
Peg3 promoter,39,-5,15,-4,2,19,6,2,31,14
HIF-2a block,21,15,5,12,5,18,17,18,-51,22
NR2E3 ag-1,-3,14,3,-11,-6,-4,9,14,-19,-14
PDI turbidity,12,-1,8,9,7,2,-5,10,3,-3
KKLEB cytotox,-8,0,-5,5,2,-30,-8,8,6,11
CaV13 FRET inh,-5,-14,·,-5,-7,-2,-5,-7,-5,-5
CF NFkB inh,15,20,-6,-1,-2,8,9,-2,-37,13
Vif inh,2,10,-7,-7,0,-4,4,0,-6,?
Shn3 inh set2,-1,-7,4,-21,-2,8,-17,11,15,6
NR2E3 ag-2,-2,-2,1,4,2,1,1,1,·,-5

Whole records, looked up by structure.
COc1ccc(C(=O)N/C(=C/c2cccs2)C(=O)N2CCN(C)CC2)cc1 as listed: MITF TRPM1 inh = ·; Peg3 promoter = 9; HIF-2a block = 5; NR2E3 ag-1 = -13; PDI turbidity = -2; KKLEB cytotox = 5; CaV13 FRET inh = -8; CF NFkB inh = -11; Vif inh = -4; Shn3 inh set2 = -23; NR2E3 ag-2 = ·
O=C(c1nc2ccccn2c1CNCCCn1ncc2ccccc21)N1CCOCC1 as listed: MITF TRPM1 inh = -11; Peg3 promoter = 2; HIF-2a block = 18; NR2E3 ag-1 = 14; PDI turbidity = 10; KKLEB cytotox = 8; CaV13 FRET inh = -7; CF NFkB inh = -2; Vif inh = 0; Shn3 inh set2 = 11; NR2E3 ag-2 = 1
